mIAP activ: mouse IAP activation; activation factor at 10 µM; AID 2805; muIAP, CDP-Star luminescence, 30 min; stronger effect = higher value; 1 = vehicle-only enzyme signal, 0 = enzyme-free wells; 0.24% of 330,000 active;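 active = activation factor of at least 2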; also: the source names both 10 and 20 µM as test concentration; values of inactives mirror those of a sister screen read the other way
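also added = chemiluminescent substrate CDP-Star | test system = mouse IAP enzyme | signal = chemiluminescence readout | compound = DMSO-dissolved test compounds | incubation = 30 min at room temperature | benchmarks = DMSO wells, no-enzyme wells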
ATG4B inh: inhibitors of human ATG4B cysteine protease | inhibition, % at 8.33 µM | Q9Y4P1 | ATG4B cleavage of LC3-PLA2, NBD-HPC fluorescence, 1 h | 0.51% of 340,000 active | AID 504462; in the data active = inhibition above about 40%
hIAP block: human IAP inhibition. 0.12% of 330,000 active. AID 2544. inhibition, % at 10 µM. P09923. purified IAP, CDP-Star luminescence, 30 min;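 active = inhibition reaching a set limit with compound at 10 µM in the primary screen, cut at about 35% in these data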;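 also: plate controls were DMSO wells with enzyme for no effect and no-enzyme buffer wells for full effect; values of inactives mirror those of a sister screen read the other way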
Target sequence (P09923 whole entry, looked up): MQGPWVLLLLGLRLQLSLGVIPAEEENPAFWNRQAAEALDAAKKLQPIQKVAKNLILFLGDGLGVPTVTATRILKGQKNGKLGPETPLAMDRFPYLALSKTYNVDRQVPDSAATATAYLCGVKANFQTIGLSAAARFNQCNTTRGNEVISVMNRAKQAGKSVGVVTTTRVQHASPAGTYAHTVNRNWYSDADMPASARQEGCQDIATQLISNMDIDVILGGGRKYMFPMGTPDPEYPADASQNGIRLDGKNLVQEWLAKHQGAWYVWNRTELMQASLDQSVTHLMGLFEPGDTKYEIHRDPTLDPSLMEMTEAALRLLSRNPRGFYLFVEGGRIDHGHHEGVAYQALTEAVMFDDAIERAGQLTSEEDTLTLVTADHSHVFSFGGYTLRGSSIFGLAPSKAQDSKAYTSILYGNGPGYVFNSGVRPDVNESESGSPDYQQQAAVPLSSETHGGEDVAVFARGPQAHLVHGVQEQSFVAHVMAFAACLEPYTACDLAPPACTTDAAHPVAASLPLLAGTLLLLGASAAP
HKDC1 inh: inhibitors of human hexokinase HKDC1; recombinant HKDC1, G6PDH/diaphorase resazurin coupled fluorescence; inhibition, % at 20 µM; 0.16% of 340,000 active;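 active = inhibition above about 35% when tested at 20 µM, limit read from the data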;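 also: plate controls were DMSO wells with enzyme for no effect and DMSO wells lacking enzyme for full effect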
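Test system: recombinant HKDC1 (HK5) hexokinase enzyme, produced in-house / Doses: 20 µM test compound, 1% DMSO / Timing: 90 min, room temperature / Detection: G6PDH/diaphorase-coupled fluorescence, 1 mM NADP, 100 µM resazurin, 525/613 nm / Control set: DMSO wells with and without enzyme mix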
hIAP act: increases human intestinal alkaline phosphatase activity; P09923; purified human IAP, CDP-Star luminescence, 30 min; stronger effect = higher value; 1 = vehicle-only enzyme, 0 = enzyme-free background; activation factor at 10 µM; 0.16% of 330,000 active; AID 2524;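 active = activation factor of the enzyme at least 2-fold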; also: the source names both 10 and 20 µM as test concentration; values of inactives mirror those of a sister screen read the other way
A3A deaminase: human APOBEC3A DNA deaminase inhibition. recombinant A3A, FAM/TAMRA ssDNA deamination fluorescence. inhibition, % at 20 µM. 0.41% of 330,000 active;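 active = at least 40% inhibition at 20 µM here, with at most 30% in a related deaminase screen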;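 also: plate controls were A3A with DMSO for no effect and wells lacking A3A enzyme for full effect; some results filed as inactive read as strong as hits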
Target sequence (P31941 whole entry, looked up): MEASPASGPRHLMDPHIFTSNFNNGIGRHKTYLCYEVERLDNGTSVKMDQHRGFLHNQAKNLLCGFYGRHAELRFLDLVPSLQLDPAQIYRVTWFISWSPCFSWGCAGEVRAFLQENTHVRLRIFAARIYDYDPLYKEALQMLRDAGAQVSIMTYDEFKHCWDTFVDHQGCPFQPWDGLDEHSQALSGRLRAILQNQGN
mIAP inh: mouse IAP inhibition. purified mouse IAP, CDP-Star luminescence, 30 min. inhibition, % at 10 µM. 0.2% of 330,000 active;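 active = inhibition of at least 40% at 10 µM in the primary screen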;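 also: plate controls were DMSO with enzyme for no effect and no enzyme wells for full effect; values of inactives mirror those of a sister screen read the other way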
PfG6PD inh: PfG6PD (Plasmodium falciparum) enzyme inhibition; PfGluPho enzyme, NADPH resazurin-diaphorase fluorescence; AID 504690; inhibition, % at 20 µM; 0.78% of 350,000 active;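 active = inhibition reaching at least a set limit at 20 µM in the primary screen, cut at about 59% in these data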;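 also: 0% = DMSO wells with substrate and 100% = DMSO wells lacking glucose-6-phosphate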
* hit, by the source's call; x = not tested or not shown; & = joins results of further samples.

hIAP act,PfG6PD inh,A3A deaminase,mIAP activ,hIAP block,HKDC1 inh,mIAP inh,ATG4B inh,SMILES
1.1,-35,-2,1.1,-6,6,-14,8,O=C(Nc1c(F)cc(F)cc1Br)c1cc(-c2ccc(O)cc2)on1
0.92,-32,1,0.96,8,3,4,1,COc1cccc(-c2nnc3n2N=C(C(C)(C)C)CS3)c1
1,11,-3,0.99,-1,-4,1,-6,COc1ccccc1OCCCCN1CCN(C(c2ccccc2)c2ccccc2)CC1
1,21,5,0.91,-2,7,9,7,Cc1ccc2nc(SCC(=O)NCc3ccco3)[nH]c2c1
0.97,-4,-1,0.84,3,0,16,-1,COc1cc2c(cc1OC)CN(C(=O)c1ccc(N3CCCC3)c([N+](=O)[O-])c1)CC2
1.2,-16,2,0.96,-19,0,4,-1,CCCCN(C(=O)CSCC(=O)Nc1cccc(C)c1)c1c(N)n(Cc2ccccc2)c(=O)[nH]c1=O
0.93,-14,-7,0.87,7,-6,13,7,COc1ccc(Cc2c(O)nc(SCC(=O)N3CCCCCC3)[nH]c2=O)cc1
1.2,-10,-5,1.1,-19,-4,-8,-7,CNS(=O)(=O)c1cc(Br)ccc1S(=O)c1ccccc1C(=O)O (configuration not stated)
1,-17,-5,0.97,-3,-11,3,1,CCN1CCN(C(c2cccs2)C(C)NC(=O)c2ccccc2F)CC1 (configuration not stated)
1.1,14,2,0.97,-7,-7,3,-5,CCOc1ccc(NC(=O)C2(c3ccc(OC)c(OC)c3)CCCC2)cc1
0.87,3,-3,0.97,13,-3,3,-20,Cc1ccc(CCNC(=O)C2CCN(S(=O)(=O)c3ccc4c(c3)NC(=O)CO4)CC2)cc1
0.98,20,-2,1.1,2,1,-5,-13,O=C(CSc1nnc(C2CC2)n1Cc1ccccc1)c1ccc(S(=O)(=O)N2CCOCC2)cc1
0.86,14,-2,0.95,14,-1,5,-14,CCOc1ccc(-c2ccc3nnc(SCC(=O)NCC4CCCO4)n3n2)cc1 (configuration not stated)
1.1,3,-4,1.1,-8,3,-9,-13,CCO[C@@H]1OC(C(=O)NCc2nc3ccccc3[nH]2)=C[C@H](C2CCCCC2)[C@H]1CCCO
1,-6,-2,0.92,0,-8,8,-10,O=c1[nH]c2ccccc2[n+]([O-])c1-c1ccccc1
1,-10,3,1.1,0,4,-8,0,CCOC(=O)Nc1cccc(OCC(=O)Nc2ccc(OC)cc2OC)c1
1,-2,-8,1.1,-1,-1,-13,-3,Cc1ccccc1NC(=O)NCCCN1CCN(C)CC1
1,11,-4,0.96,-1,1,4,0,CCc1cc2c(=O)c(-c3cnn(-c4ccccc4)c3)coc2c(CN2CCOCC2)c1O
1,x,-1,0.92,-4,x,8,x,Cc1ccc(-n2[nH]c(C)c(/C=N/NC(=O)c3ccc([N+](=O)[O-])cc3)c2=O)c(C)c1
1.1,-15,-6,1.1,-8,-3,-8,-4,Cc1cccc(C)c1NC(=O)c1sc(N)nc1-c1ccccc1
1,-4,2,0.87,-4,0,13,-19,O=c1[nH]c(-c2ccc(O)cc2)nc2scc(-c3cccs3)c12
0.98,-10,1,1.1,2,-2,-6,2,O=C(CCSc1nnc2ccc3ccccc3n12)Nc1ccc(F)cc1
0.95,-22,-4,1.1,5,4,-6,-8,O=C(/C=C/c1ccc(Br)cc1)Nc1ccc(S(=O)(=O)Nc2ncccn2)cc1
0.7,23,-1,0.65,30,-3,35,0,Cc1cc(/C=C2\SC(=S)N(C)C2=O)c(C)n1-c1ccccc1O
0.99,13,-8,0.93,1,1,7,-6,c1ccc2c(Nc3nnc(-c4ccncc4)s3)cccc2c1
0.91,4,-2,1,9,0,-1,4,CCSc1nc(O)c(CC)c(=O)n1C(C)CC (configuration not stated)
1.1,5,0,0.98,-11,8,2,-6,O=c1oc2ccccc2cc1-c1cn2ccccc2n1
0.86,-31,9,1.1,14,-1,-13,-5,CCOC(=O)N1CCN(S(=O)(=O)c2ccc3[nH]cc(C(=O)O)c(=O)c3c2)CC1
0.9,20,-2,1.1,10,-7,-8,-5,COc1ccc(NC(=O)c2ccc3snnc3c2)cc1
1.2,-8,-3,0.96,-16,-8,4,2,COc1nc(Oc2ccc(C(=O)O)cc2)nc(Oc2ccc(C(=O)O)cc2)n1

2 neighbouring entries out of the list so far:
hIAP act,PfG6PD inh,A3A deaminase,mIAP activ,hIAP block,HKDC1 inh,mIAP inh,ATG4B inh,SMILES
1,x,-1,0.92,-4,x,8,x,Cc1ccc(-n2[nH]c(C)c(/C=N/NC(=O)c3ccc([N+](=O)[O-])cc3)c2=O)c(C)c1
1.1,-15,-6,1.1,-8,-3,-8,-4,Cc1cccc(C)c1NC(=O)c1sc(N)nc1-c1ccccc1

(listing goes on)
hIAP act,PfG6PD inh,A3A deaminase,mIAP activ,hIAP block,HKDC1 inh,mIAP inh,ATG4B inh,SMILES
0.92&0.91,0,-2&0,1&0.97,8&9,-4,0&3,-7,O=C(CCCN1CCC(O)(c2ccc(Cl)cc2)CC1)c1ccc(F)cc1
1,-13,-2,0.94,-3,0,6,-8,COC(=O)c1cc(OC)c(OC)cc1NC(=O)c1ccccc1
0.91,7,-3,0.95,9,-5,5,1,O=C(Nc1ccc(F)cc1)c1ccc(C(=O)N2CCOCC2)cc1
0.87,18,0,0.86,13,-6,14,-2,Cc1c(NC(=O)/C(C#N)=C/c2ccc(-c3cccc(Cl)c3)o2)c(=O)n(-c2ccccc2)n1C
1.2,-8,1,1.1,-18,-5,-7,-1,Cc1ccc(N(CC(=O)NC2CCCCCC2)S(=O)(=O)c2c(C)nn(C)c2C)cc1
0.8,-38,1,0.92,20,4,8,-2,CCn1nc(C)c(NC(=O)/C=C/c2ccc(OC)c(COc3ccc(Cl)cc3Br)c2)c1C
0.86,-2,1,1,14,1,-4,1,COCCCC1CCN(C(=O)C2CCC(=O)N(Cc3ccccc3F)C2)CC1 (configuration not stated)
0.8,-5,-1,1,20,2,0,-5,CCCOc1ccc(/C=c2\sc3ncnn3c2=O)cc1
0.88,-12,-3,1,12,7,-2,5,CC(=O)c1cccc(N=Cc2c(O)c3ccccc3oc2=O)c1
0.97,-4,-1,0.98,3,-4,2,0,CCOC(=O)C1(c2nc(N)cs2)COC(=O)C1 (configuration not stated)
1.1,-1,0,0.99,-8,-4,0,0,O=C(COC(=O)C1=NNC(=O)CC1)NCCc1ccccc1
1,-11,-6,0.87,-2,-6,13,-5,CSc1nnc(NC(=O)c2ccco2)s1
1,0,0,0.8,-2,4,20,-12,Cc1ccc(NC(=O)Nc2nnc(Cc3ccc([N+](=O)[O-])cc3)s2)cc1C
0.97,-18,0,0.96,3,9,4,-12,Cc1occc1-c1nnc(SCC(=O)Nc2nccs2)n1CCc1ccccc1
1,-21,1,0.71,-4,0,29,5,Cn1cccc1/C=C1\SC(=S)N(NC(=O)c2ccc(F)cc2)C1=O
1,-6,-2,1.1,-2,-5,-11,-10,Cc1nn(C)c(C(=O)N/N=C/c2ccc(C(F)(F)F)cc2)c1[N+](=O)[O-]
1.2,-7,-3,1,-17,-2,-2,-1,N#C/C(=C\c1ccc2c(c1)OCO2)C(=O)NCc1ccco1
0.89,1,0,0.84,11,-4,16,-10,COC(=O)C1=C(C)N=c2s/c(=C/c3cccs3)c(=O)n2C1c1cccs1 (configuration not stated)
0.84,20,4,0.9,16,6,10,-8,O=C(c1cc([N+](=O)[O-])ccc1N1CCN(S(=O)(=O)c2ccc(Cl)c(Cl)c2)CC1)N1CCOCC1
1.3,3,0,1,-27,-1,-2,8,Cc1ccc2nc(SCc3nnc(-c4ccccc4Br)o3)[nH]c2c1
0.84,-12,-3,0.92,16,-7,8,9,Cc1cc(C)n(-c2nnc(C)n2/N=C/c2ccccc2OCc2ccccc2Cl)n1
0.81,0,-10,0.92,19,14,8,0,COc1cccc2c1C(=O)c1ccc3ccccc3c1C2=O
0.97,3,1,0.99,3,-12,0,-2,COc1ccc(CNC(=O)c2ccccc2NS(C)(=O)=O)cc1
1.1,-9,1,1.2,-9,2,-18,-5,Cc1oc(CC(C)C)cc1C(=O)Nc1cccc2ccccc12
1.1,-13,-4,1.1,-7,-3,-8,8,CC(NC(=O)c1cccc(N(C)C)c1)c1ccc(-n2ccnc2)cc1 (configuration not stated)
1.1,-12,1,1.1,-10,2,-7,-4,O=C(Nc1c2c(nn1-c1ccc(F)cc1)CS(=O)(=O)C2)c1ccc(Br)o1
0.99,-10,-6,1,1,-3,-1,2,CCOC(=O)Cc1nnc(Nc2ccc(C(=O)NC)cc2)c2ccccc12
0.92,12,-3,1,8,0,-3,-6,O=C(c1ccc(Br)o1)N(Cc1ccccc1)c1ccccn1
0.93,-6,-1,0.98,7,-2,2,-7,O=C(CCn1nc(-c2ccccc2)c2ccccc2c1=O)Nc1cccnc1
1.2,-12,1,1,-23,8,-4,0,Cc1ccc(S(=O)(=O)C(C#N)c2nc3ccccc3nc2N2CC(C)OC(C)C2)cc1C (configuration not stated)
1.1,-13,0,1,-11,-9,-1,-17,O=C(NCc1ccco1)c1ccc(CS(=O)(=O)Cc2ccc(F)cc2)o1
0.86,-10,-5,1,14,2,-2,-5,CCCCc1cc(=O)oc2cc(OCc3cc(OC)c(OC)c(OC)c3)c(Cl)cc12
0.95,0,1,1.1,5,-1,-8,1,CCC1CCCCN1C(=O)CSc1nc2c([nH]c3ccccc32)c(=O)n1C (configuration not stated)

A draw from above in order of length of the SMILES, low to high:
hIAP act,PfG6PD inh,A3A deaminase,mIAP activ,hIAP block,HKDC1 inh,mIAP inh,ATG4B inh,SMILES
1,-11,-6,0.87,-2,-6,13,-5,CSc1nnc(NC(=O)c2ccco2)s1
0.97,-4,-1,0.98,3,-4,2,0,CCOC(=O)C1(c2nc(N)cs2)COC(=O)C1 (configuration not stated)
0.8,-5,-1,1,20,2,0,-5,CCCOc1ccc(/C=c2\sc3ncnn3c2=O)cc1
0.92,12,-3,1,8,0,-3,-6,O=C(c1ccc(Br)o1)N(Cc1ccccc1)c1ccccn1
1,-13,-2,0.94,-3,0,6,-8,COC(=O)c1cc(OC)c(OC)cc1NC(=O)c1ccccc1
1.2,-7,-3,1,-17,-2,-2,-1,N#C/C(=C\c1ccc2c(c1)OCO2)C(=O)NCc1ccco1
0.93,-6,-1,0.98,7,-2,2,-7,O=C(CCn1nc(-c2ccccc2)c2ccccc2c1=O)Nc1cccnc1
1,-21,1,0.71,-4,0,29,5,Cn1cccc1/C=C1\SC(=S)N(NC(=O)c2ccc(F)cc2)C1=O
1.1,-12,1,1.1,-10,2,-7,-4,O=C(Nc1c2c(nn1-c1ccc(F)cc1)CS(=O)(=O)C2)c1ccc(Br)o1
1.2,-8,1,1.1,-18,-5,-7,-1,Cc1ccc(N(CC(=O)NC2CCCCCC2)S(=O)(=O)c2c(C)nn(C)c2C)cc1
1.2,-12,1,1,-23,8,-4,0,Cc1ccc(S(=O)(=O)C(C#N)c2nc3ccccc3nc2N2CC(C)OC(C)C2)cc1C (configuration not stated)
0.8,-38,1,0.92,20,4,8,-2,CCn1nc(C)c(NC(=O)/C=C/c2ccc(OC)c(COc3ccc(Cl)cc3Br)c2)c1C
0.87,18,0,0.86,13,-6,14,-2,Cc1c(NC(=O)/C(C#N)=C/c2ccc(-c3cccc(Cl)c3)o2)c(=O)n(-c2ccccc2)n1C

Screening data from PubChem.
